DT40 TDP1 CPT = growth inhibition of DT40 Tdp1-/-;hTDP1 cells with camptothecin (screen for TDP1 inhibitors) | 12% of 420,000 active | chicken DT40 Tdp1-/-;hTDP1 cells + 20 nM CPT, ATP luminescence, 48 h | Potency, µM (highest dose often 46.2 µM), for inactives: at the top dose activity change, negative = growth inhibition, usual class: inhibitors | AID 686979; also: nearly all actives have a fitted effect of over 55% in size
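Chicken DT40 Tdp1-/- cells stably complemented with human TDP1 were seeded at 400 cells/well in medium containing 20 nM camptothecin, exposed to pin-transferred compounds, and grown at 37 °C for at least 48 hr. Viability was read as ATP luminescence.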
KAT2A inh = GCN5L2 (KAT2A) acetyltransferase inhibition | Q92830 | 0.21% of 390,000 active | Potency, µM (top dose mostly 58.9 µM), for the others: top-dose activity change, negative = inhibition, actives largely listed as inhibitors | GCN5L2 HAT assay, ThioGlo1 CoA-SH fluorescence
Target sequence (Q92830 whole entry, looked up): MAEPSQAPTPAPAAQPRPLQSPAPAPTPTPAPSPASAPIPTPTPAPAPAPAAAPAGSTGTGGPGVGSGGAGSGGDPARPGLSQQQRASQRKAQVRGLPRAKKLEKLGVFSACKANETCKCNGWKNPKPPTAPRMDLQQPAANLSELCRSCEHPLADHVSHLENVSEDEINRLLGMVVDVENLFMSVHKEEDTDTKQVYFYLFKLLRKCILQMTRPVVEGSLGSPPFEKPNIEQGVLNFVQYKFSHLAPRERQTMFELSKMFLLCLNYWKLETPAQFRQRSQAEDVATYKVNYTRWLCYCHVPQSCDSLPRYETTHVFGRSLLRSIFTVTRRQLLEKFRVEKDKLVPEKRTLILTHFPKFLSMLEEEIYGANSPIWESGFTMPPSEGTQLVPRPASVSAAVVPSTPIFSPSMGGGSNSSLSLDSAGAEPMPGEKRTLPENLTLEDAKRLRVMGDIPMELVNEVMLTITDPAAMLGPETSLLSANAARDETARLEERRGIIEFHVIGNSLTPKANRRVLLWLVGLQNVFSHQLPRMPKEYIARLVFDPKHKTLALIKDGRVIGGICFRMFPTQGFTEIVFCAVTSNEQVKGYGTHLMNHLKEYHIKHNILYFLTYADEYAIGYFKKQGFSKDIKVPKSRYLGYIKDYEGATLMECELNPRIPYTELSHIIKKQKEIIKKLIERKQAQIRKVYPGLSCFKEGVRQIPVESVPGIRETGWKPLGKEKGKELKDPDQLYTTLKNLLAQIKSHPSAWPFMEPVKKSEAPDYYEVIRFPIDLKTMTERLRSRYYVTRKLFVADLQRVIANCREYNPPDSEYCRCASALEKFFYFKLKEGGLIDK
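Preincubate 20nM GCN5L2 with compound 15 min, RT → add 50uM ThioGlo1 + 75uM H3(1-25) + 70uM acetyl-CoA → read fluorescence 0 and 20 min. Primary qHTS; fluorescent artifacts likely.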
TDP1 cell noCPT = qHTS for Inhibitors of human tyrosyl-DNA phosphodiesterase 1 (TDP1): qHTS in cells in absence of CPT. DT40 Tdp1-/- hTDP1 cells, no CPT, ATP luminescence, 48 h. Potency, µM (highest dose often 46.2 µM), for inactives: at the top dose activity change, negative = growth inhibition, most hits filed as inhibitors. 15% of 420,000 active; also: nearly all actives have a fitted effect of over 55% in size
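Camptothecin absent (DMSO only). Human TDP1-complemented DT40 knockout cells, 400 cells/well, 37 °C for minimum 48 hr; ATP measured via CellTiter-Glo, 30 min dark incubation, luminescence.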
An asterisk follows results filed as active; ? = inconclusive; nt = not tested or not shown; & = joins results of further samples; [ ] = dose if it differs, or a comment. Calls follow the shape of the dose curve; as a rule, active = well fitted curve in the direction sought with a large enough effect; inconclusive = small, poorly fitted or top-dose-only effect, or another doubt; inactive = no such curve, though single readings can be large; an effect the other way counts as inactive or inconclusive. % is scaled to controls: 0 for no effect and ±100 for the full control effect; potency is read from the fitted curve at half-maximal effect.

SMILES	DT40 TDP1 CPT	KAT2A inh	TDP1 cell noCPT
O=C(c1ccc([N+](=O)[O-])cc1)N(Cc1ccccc1)Cc1ccccc1	-6%	nt	?
O=C1COc2ccc(C(=O)COC(=O)/C=C/c3cccc(F)c3)cc2N1	-25%	3%	5%
O=c1c2cc(NC(=S)N3CCCC3)ccc2nc2n1CCCCC2	-11%	-6%	-23%
COc1cc(OC)c(C(C)=O)c(O)c1C	-11%	-27%	-1%
COc1ccc(CCNc2nc(-c3ccccn3)cs2)cc1OC	16µM*	-15%	12µM*
OCCNCc1cc(Br)ccc1OCc1ccccc1	23µM*	21%	16µM*
CCc1nc2c(OCc3ccccc3)cccn2c1N(C)C(=O)c1ccc2c(c1)OCO2	?	nt	?
O=c1c(C/C=C/c2ccccc2)c(O)ccn1CCc1c[nH]c2ccccc12	0%	-19%	-5%
O=C(Nc1ccc(NC(=O)c2cccs2)cc1Cl)c1ccco1	-5%	-4%	-22%
CCOc1ccc(CCNC(=O)CCC(=O)Nc2ccc3nc(N4CCN(C)CC4)cc(C)c3c2)cc1OCC	?	-5%	-45%
O=C(CC1C[C@H](C(=O)N2CCOCC2)[C@@]2(CCC3CCCC3)c3[nH]c4ccccc4c3CCN2C1=O)NCCN1CCOCC1 (some centres undefined)	?	2%	?
CCN1C/C(=C/c2sccc2C)c2nc3ccccc3c(C(=O)O)c2C1	-10%	-10%	-16%
Cc1ccccc1CC(=O)N1CCC(CCC(=O)NC2CC2)CC1	-13%	nt	-13%
C=CCOC(=O)C1=C(C)NC(=O)NC1c1cn(-c2ccccc2)nc1-c1cccs1 (centres undefined)	?	-6%	?
CN(c1ccc(F)cc1)S(=O)(=O)N1CCCC(C(=O)NCCc2ccccc2)C1 (centres undefined)	21µM*	-6%	?
CC(C)(C)OC(=O)N(CCc1ccccc1)Cc1ccccc1OCc1cccc(NC(=O)/C=C/c2ccccc2)c1	9.2µM*	nt	7.3µM*
O=C(Nc1ccc(Oc2ccccc2)nc1)C1CCN(Cc2cccc(F)c2)CC1	-30%	?	?
O=C(Nc1ccccc1Br)c1ccc(OC(=S)N2CCOCC2)cc1	-16%	-5%	-27%
COc1cccc(N(CC(=O)Nc2ccc3c(c2)OCO3)S(=O)(=O)c2ccccc2)c1	?	-3%	?
COc1ccc(CC(=O)Nc2nnc(C)s2)cc1	9%	3%	4%
c1ccc(NN=C(c2ccccc2)c2cccs2)cc1	-7%	nt	21µM*
CCN(/N=C/c1cccs1)c1cc(=O)n(C)c(=O)[nH]1	2%	-8%	-27%
O=C(Nc1ccccc1)Nc1nnc(/C=C/c2ccccc2Cl)s1	?	0%	?
Cc1cccc(NC(=O)CSCC(=O)Nc2cc(C(F)(F)F)ccc2N2CCOCC2)c1	?	nt	?
Cc1cccc(OC(=O)c2cn(C)nc2C(F)(F)F)c1C	-18%	?	-21%
C[C@H]1CN([C@@H](C)CO)C(=O)Cc2cc(NC(=O)CCC(F)(F)F)ccc2O[C@H]1CN(C)Cc1ccc(C(F)(F)F)cc1	?	-12%	?
Cc1nc(-c2c(C(=O)NNC(=O)Nc3c(C)cccc3C)noc2C)cs1	2%	-4%	-1%
S=c1sc2c(N3CCOCC3)ncnc2n1-c1ccccc1	-26%	-2%	?
O=C(NCc1ccccc1)c1ccco1	-20%	1%	-10%
O=c1cc(CNc2ccc(Br)cc2)nc2sccn12	?	-1%	?

In another format: results already given
The line under a structure holds: DT40 TDP1 CPT	KAT2A inh	TDP1 cell noCPT
COc1ccc(CC(=O)Nc2nnc(C)s2)cc1
    9%	3%	4%
c1ccc(NN=C(c2ccccc2)c2cccs2)cc1
    -7%	nt	21µM*
CCN(/N=C/c1cccs1)c1cc(=O)n(C)c(=O)[nH]1
    2%	-8%	-27%
O=C(Nc1ccccc1)Nc1nnc(/C=C/c2ccccc2Cl)s1
    ?	0%	?
Cc1cccc(NC(=O)CSCC(=O)Nc2cc(C(F)(F)F)ccc2N2CCOCC2)c1
    ?	nt	?
Cc1cccc(OC(=O)c2cn(C)nc2C(F)(F)F)c1C
    -18%	?	-21%
C[C@H]1CN([C@@H](C)CO)C(=O)Cc2cc(NC(=O)CCC(F)(F)F)ccc2O[C@H]1CN(C)Cc1ccc(C(F)(F)F)cc1
    ?	-12%	?

Later entries.
SMILES	DT40 TDP1 CPT	KAT2A inh	TDP1 cell noCPT
COC(=O)Cn1c2ccc(OC)cc2c2nc3ccccc3nc21	1%	-8%	-11%
COc1ccc(CNC(=O)[C@@H](NC(=O)C2CCN(C(=O)[C@@H](N)CCSC)CC2)C(C)C)cc1	3%	0%	-2%
O=C(O)c1ccc(C2CCCCC2)cn1	?	-4%	?
CC(C)N(C(=O)COC(=O)CNS(=O)(=O)c1ccccc1F)c1ccccc1	-1%	-11%	-1%
CC(=O)C[C@@H](O)CC(=O)[C@H]1OC(=O)[C@H](C)C/C=C\Cc2ccccc21	-4%	-2%	37%[activator]
Cc1ccc(OC(C)C(=O)N2CCc3ccccc32)cc1 (centres undefined)	7%	-3%	?
O=C1c2c(-c3ccc(Br)cc3)noc2CCN1Cc1cn(Cc2ccccc2)nn1	?	nt	18µM*
CCOc1ccc(S(=O)(=O)N(CC(=O)NCc2cccnc2)c2ccc(C)cc2)cc1	?	0%	?
Cc1ccccc1Cn1ccc(NC(=O)c2nn3cccnc3c2Cl)n1	21µM*	4%	?
O=C(O)[C@@H](c1ccccc1)N1Cc2ccccc2C1=O	0%	-7%	-10%
CCOC(=O)C1CCCN(C(=O)c2ccc(NC(=O)c3nsc4ccccc34)cc2)C1 (centres undefined)	?	-5%	16µM*
C[C@]1(CC/C(=C/CO)CO)[C@H](CO)CC[C@@]23COC(=O)C2=CCC[C@@H]31	-2%	-1%	0%
Cc1cccc(-c2c(O)cc(=O)[nH]c2Cl)c1	2%	-8%	-10%
CNc1cc(-c2cnn(CC(C)C)c2)ncn1	-23%	nt	-25%
OC[C@@H]1CN(Cc2ccco2)C[C@H](n2cnc3c(NC4CC4)ncnc32)O1	5%	nt	-26%
OC(CNC1CCCC1)COCCOc1ccc(Br)cc1 (centres undefined)	?	2%	?
Fc1cccc(Cl)c1CNc1n[nH]c(-c2ccco2)n1	?	-5%	-29%
CS(=O)(=O)c1ccc(S(=O)CC(=O)Oc2ccc(Cl)cc2)c([N+](=O)[O-])c1 (centres undefined)	1.2µM*	-6%	0.58µM*
COc1ccc(Nc2nc(C)c3ccccc3n2)cc1	-12%	-3%	-26%
O=C(c1ccc(F)cc1)N1CCC(C(=O)N2CCN(S(=O)(=O)c3cccc(F)c3)CC2)CC1	-29%	-6%	0%
Cn1c(=O)n(CC(N)=O)c2ccccc21	10%	-4%	8%
Cc1c(C(=O)Nc2cccc(C(F)(F)F)c2)oc2ccc3c(c12)C(=O)CC(C)(C)O3	?	2%	?
CCOc1ccc2nc(NCCCNC(=O)c3cc(OC)c(OC)c(OC)c3)c(C#N)cc2c1	13µM*	-11%	16µM*
COc1cccc(C(=O)Nc2ccc(S(=O)(=O)N(Cc3ccccc3)c3ccccc3)cc2)c1	?	-10%	5.8µM*
CCc1ccc(NC(=O)c2cc(S(=O)(=O)N3CCCCCC3)ccc2F)cc1	?	2%	18µM*
Cn1ccc2c(OCC(=O)Nc3cc(C(F)(F)F)ccc3Cl)cccc2c1=O	26µM*	-1%	15µM*
COc1ccc(N(C(=O)c2cccc([N+](=O)[O-])c2)S(=O)(=O)c2ccc3c(c2)n(C)c(=O)n3C)cc1	?	-6%	-24%
C=CCC[C@H](Cc1ccc(F)cc1)C(=O)OC[C@@H](Cc1c[nH]c2ccccc12)NC(=O)[C@@H](CC=C)CC(=O)N[C@@H](CO)Cc1ccccc1	?	-6%	23µM*
Nc1ncnc2c1ncn2[C@@H]1O[C@H](CNC(=O)[C@H](N)Cc2cccnc2)[C@@H](O)[C@H]1O	1%	nt	15%
Cc1ccc(Cl)c(OCCCN(C)Cc2ccccc2)c1	-18%	-7%	?
CONC(=O)Nc1ccccc1[N+](=O)[O-]	-8%	-4%	-18%
COc1cccc(C(=O)NN2C(=S)N(c3ccccc3)C(=O)C2CC(N)=O)c1 (centres undefined)	0%	0%	-17%
O=C(NCc1ccc(Cl)cc1)c1ccc(CNS(=O)(=O)c2ccc(F)cc2)cc1	-19%	-9%	-4%
COCCCNC(=O)CS(=O)(=O)Cc1nc(-c2ccccc2C)oc1C	-4%	2%	-8%
COc1ccc(N(C2CSC2)S(=O)(=O)c2ccccc2)cc1	?	-4%	?
Cc1cccc(NS(=O)(=O)c2cccc(C(=O)N3CCCCCCC3)c2)c1	18µM*	-2%	5.2µM*
COc1ccc(NC(=O)c2cccnc2Nc2ccc(OC)cc2)cc1	16µM*	-11%	?
CCOC(=O)C1CCCN(C(=O)c2cn(CC)c3ccc(S(=O)(=O)N4CCCC4)cc3c2=O)C1 (centres undefined)	-20%	-1%	32%[activator]
c1ccc(CNc2nc(-c3cccs3)nc3ccccc23)nc1	?	-5%	?
Cc1cccc(NC(=O)C2CCN(S(=O)(=O)c3c(C)noc3C)CC2)c1	-2%	1%	11%
CCCN(CCC)Cc1cc(=O)oc2ccc3ccccc3c12	?	nt	?
Cn1cccc1Cc1nnc(SCC(=O)Nc2ccc(F)cc2)n1-c1ccc(F)cc1	?	2%	?
COc1ccc(NC(=O)CN2C(=O)c3ccccc3S2(=O)=O)cc1S(=O)(=O)N1CCOCC1	-1%	5%	-8%
CCOc1ccc(N(C(=O)c2snc(C(N)=O)c2N)C(C(=O)NC2CCCC2)c2ccncc2)cc1 (centres undefined)	4%	-6%	-16%
C/C(=N\NC(=O)c1cc(-c2cccs2)nc2ccccc12)c1ccccn1	0.65µM*	-13%	0.73µM*
Cc1ccccc1NC(=O)/C(C#N)=C\c1cn(CC(=O)O)c2ccccc12	3%	-17%	-8%
NC(=O)C1CCCN(C(=O)CNC(=O)C23CC4CC(CC(C4)C2)C3)C1 (centres undefined)	-11%	-1%	0%
CN(C)S(=O)(=O)c1cccc(C(=O)N2CCc3ccccc32)c1	?	4%	?
Cc1cc(NC(=O)COC(=O)[C@H](Cc2c[nH]c3ccccc23)NC(=O)c2ccc(F)cc2)no1	-8%	-1%	-14%
CN(C)c1ccc(/C=C2/C(=O)Nc3ccccc32)cc1	?	?	?
CCOc1ccc(Nc2nc(N)c3ccccc3n2)cc1	7.3µM*	-8%	?
CC[C@]12c3[nH]c4ccc(Cl)cc4c3CCN1C(=O)[C@@H](CC(=O)NCCC1=CCCCC1)C[C@@H]2C(=O)N1CCN(C(=O)C2CC2)CC1	?	-6%	26µM*
Cc1noc(C)c1CSc1ccccc1C(=O)N1CCN(c2ccccc2)CC1	?	-2%	?
Cc1ccc(S(=O)(=O)N2CCCCC2)cc1C(=O)N(C)CCOc1ccccc1	-25%	-2%	-13%
COc1cccc2c1cc1c(=O)n(CC(=O)NC3CCCCC3)nc(C)n12	-10%&1%	-11%&-2%	-2%&1%
COC(=O)C1=C(C)N(Cc2cccnc2)C(=O)C1	-4%	3%	-3%
COc1ccc(N2CCN(C(=O)c3ccc(N(C)S(=O)(=O)c4ccc(C)cc4)cc3)CC2)cc1	16µM*	-10%	16µM*
COc1ccc(N(CC(=O)N/N=C/c2ccc(N(C)C)cc2)S(=O)(=O)c2ccccc2)cc1	-22%	-17%	6%
Cc1cc(C(=O)N/N=C/c2ccncc2)c(C)o1	6%	-7%	-2%
CC(=O)c1cc(-c2nc3ccccc3n2C)n(C)c1	2%	-10%	5%

Compound profiles (already shown). Order of values: DT40 TDP1 CPT | KAT2A inh | TDP1 cell noCPT
Results for Cc1cc(NC(=O)COC(=O)[C@H](Cc2c[nH]c3ccccc23)NC(=O)c2ccc(F)cc2)no1 → -8% | -1% | -14%
Results for Cc1noc(C)c1CSc1ccccc1C(=O)N1CCN(c2ccccc2)CC1 → ? | -2% | ?
Results for COC(=O)C1=C(C)N(Cc2cccnc2)C(=O)C1 → -4% | 3% | -3%
Results for COc1ccc(N2CCN(C(=O)c3ccc(N(C)S(=O)(=O)c4ccc(C)cc4)cc3)CC2)cc1 → 16µM* | -10% | 16µM*

(next part)
SMILES	DT40 TDP1 CPT	KAT2A inh	TDP1 cell noCPT
Cc1cccc(S(=O)(=O)Nc2ccc(-c3nc4ccc(C)cc4s3)cc2)c1	?	-13%	29µM*
COc1cc(C)ccc1OCc1cc(C(=O)NCc2ccncc2)no1	-24%	-4%	-12%
COC(=O)[C@H]1Cc2c([nH]c3ccccc23)[C@H](c2ccccc2)N1	-7%	-16%	-23%
CCc1ccc(NC(=O)C(C)n2nnc3sc(-c4ccccc4)cc3c2=O)cc1 (centres undefined)	?	-20%	?
CCCS(=O)(=O)NC(=O)C1(C)CCN(C(=O)c2c(-c3ccccc3)noc2C)C1 (centres undefined)	6%	nt	-3%
COc1ccccc1CNc1ncnc2ccc(-c3ccccc3OC)cc12	?	-7%	?

Screens as filed in PubChem BioAssay.
